# HTT ATP protect: qHTS Multiplex Assay to Identify Dual Action Probes in a Cell Model of Huntington: Cytoprotection (ATP) | PC12 HTT-Q103 induced, cytoprotection, ATP luminescence, 40 h | Potency, µM (series often up to 56.4 µM), for the others: cytoprotection (ATP increase), hits mostly activators | 0.14% of 230,000 active;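 further: % of control where 0% means no effect; nearly all actives have a fitted effect of over 45% in size; toxic huntingtin expression switched on by the ecdysone agonist tebufenozide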
#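 Compounds were screened for protection of PC12 cells against cell death after tebufenozide induction (100 nM final) of mutant Huntingtin exon 1 (Q103) fused to GFP.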
# Tau fluor counter: Counterscreen qHTS for Inhibitors of Tau Fibril Formation, Fluorescence Polarization; tau K18 P301L Alexa594 fluorescence, heparin fibrillization; Potency, µM (doses to about 57.7 µM), without a hit: top-dose activity change, negative = decrease; 0.93% of 280,000 active; further: on the % scale 0 is the no-effect control and ±100 the full control effect; nearly all actives have a fitted effect of over 55% in size
#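 Human K18 P301L tau (15 uM unlabeled plus 0.24 uM Alexa 594-labeled, final) in 100 mM sodium acetate pH 7 was mixed with compound and 20 uM heparin and incubated 6 hr at 37 C.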
# Tau FP inhib: qHTS for Inhibitors of Tau Fibril Formation, Fluorescence Polarization. Microtubule-associated protein tau (Homo sapiens), P10636. K18 P301L tau heparin fibrillization, Alexa594 FP, 6 h. Potency, µM (doses to about 57.7 µM), without a hit: at the highest dose activity, negative = inhibition, hits mostly inhibitors. 0.39% of 280,000 active; further: on the % scale 0 is the no-effect control and ±100 the full control effect; nearly all actives have a fitted effect of over 55% in size
# Target sequence (P10636 561-689 P618L limits assumed): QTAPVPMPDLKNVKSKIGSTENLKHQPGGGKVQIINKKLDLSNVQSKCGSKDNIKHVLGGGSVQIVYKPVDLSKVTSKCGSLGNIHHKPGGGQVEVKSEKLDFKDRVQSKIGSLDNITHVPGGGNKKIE
#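 FP of Alexa 594-tau after heparin (20 uM) induction. Substrate: human K18 P301L, 15 uM unlabeled, 0.24 uM labeled. Buffer 100 mM sodium acetate pH 7. 6 hr, 37 C.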
# HttQ103 aggreg: qHTS Multiplex Assay to Identify Dual Action Probes in a Cell Model of Huntington: Aggregate Formation (GFP). 1.1% of 220,000 active. AID 1688, 2009. PC12 HttQ103-GFP aggregates, Acumen cytometry, 40 h. Potency, µM (top dose mostly 46.1 µM), inactives show top-dose activity change, negative = inhibition, usual class: inhibitors; further: on the % scale 0 is the no-effect control and ±100 the full control effect; nearly all actives have a fitted effect of over 60% in size
#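 Quantitative HTS on tebufenozide-induced (100 nM) PC12 cells stably expressing polyQ103 Huntingtin exon 1–GFP. Reduction of bright GFP aggregates, detected by laser scanning cytometry after lysis, identified actives across the titration.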
# SMN2 splice enh: qHTS Assay for Enhancers of SMN2 Splice Variant Expression; HEK293 SMN2-luciferase splicing reporter, luminescence, 30-36 h; Potency, µM (highest dose often 46.1 µM), without a hit: at the top dose activity change, positive = activation, hits mostly activators; 2.8% of 210,000 active; further: % of control where 0% means no effect; nearly all actives have a fitted effect of over 55% in size
#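 HEK293 cells carry an SMN2 […]–luciferase reporter in which exon 7 inclusion puts luciferase in frame. Cells were plated 10-12 h before compound addition, then incubated 30-36 h at 37C. ONE-Glo luminescence was read; sodium butyrate at 4.5 mM final served as control.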
# Tau ThT inhib: qHTS for Inhibitors of Tau Fibril Formation, Thioflavin T Binding; Microtubule-associated protein tau (Homo sapiens), P10636; recombinant tau K18 P301L, heparin-induced fibrillization, ThT fluorescence; Potency, µM (highest dose often 57.4 µM), without a hit: at the top dose activity, negative = inhibition, most hits filed as inhibitors; 2.1% of 270,000 active; AID 1460, 2008; further: on the % scale 0 is the no-effect control and ±100 the full control effect; nearly all actives have a fitted effect of over 55% in size
#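 Using a mix of unlabeled (15 uM) and Alexa 594-labeled (0.24 uM) tau K18 P301L, heparin-triggered fibrillization over 6 hr at 37 C was scored by ThT fluorescence.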
# ALDH1A1 block: qHTS Assay for Inhibitors of Aldehyde Dehydrogenase 1 (ALDH1A1). Aldehyde dehydrogenase 1A1 (Homo sapiens), P00352. Purified ALDH1A1, NADH fluorescence, propionaldehyde substrate. Potency, µM (series often up to 75.3 µM), without a hit: at the top dose activity, negative = inhibition, hits mostly inhibitors. 7.3% of 220,000 active; active means well fitted inhibition curve with a large enough effect, not every such curve was filed as active; inconclusive means small, poorly fitted or top-dose-only effect, or another doubt; inactive means no such curve, though single readings can be large or run the other way;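 further: plate controls were no enzyme wells and a reference inhibitor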
# Target sequence (P00352 whole entry, looked up): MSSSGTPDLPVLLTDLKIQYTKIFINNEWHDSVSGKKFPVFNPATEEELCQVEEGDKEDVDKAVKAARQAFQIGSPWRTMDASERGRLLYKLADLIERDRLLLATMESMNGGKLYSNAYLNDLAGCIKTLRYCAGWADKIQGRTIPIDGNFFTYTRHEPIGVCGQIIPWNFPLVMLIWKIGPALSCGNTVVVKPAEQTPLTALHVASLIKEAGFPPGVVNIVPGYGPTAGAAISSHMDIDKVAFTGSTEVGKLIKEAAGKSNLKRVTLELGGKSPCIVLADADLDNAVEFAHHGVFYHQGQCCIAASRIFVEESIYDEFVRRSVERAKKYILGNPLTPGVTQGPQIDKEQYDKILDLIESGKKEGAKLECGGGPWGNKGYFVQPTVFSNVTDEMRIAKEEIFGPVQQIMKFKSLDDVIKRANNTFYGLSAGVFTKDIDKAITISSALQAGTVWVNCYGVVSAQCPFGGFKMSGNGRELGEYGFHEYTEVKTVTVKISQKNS
# KDM4E inh: qHTS Assay for Inhibitors of Human Jumonji Domain Containing 2E (JMJD2E); Lysine-specific demethylase 4E (Homo sapiens), B2RXH2; 1.6% of 230,000 active; JMJD2E catalytic domain, FDH-coupled NADH fluorescence (FDH is formaldehyde dehydrogenase); Potency, µM (top dose mostly 57.1 µM), for the others: at the highest dose activity change, negative = inhibition, hits mostly inhibitors; active means well fitted inhibition curve with a large enough effect, not every such curve was filed as active; inconclusive means small, poorly fitted or top-dose-only effect, or another doubt; inactive means no such curve, though single readings can be large or run the other way;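 further: 0% = wells with enzyme and -100% = buffer wells without enzyme; nearly all actives have a fitted effect of over 50% in size; many of its hits are not listed in these tables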
# Target sequence (B2RXH2 1-337 limits assumed): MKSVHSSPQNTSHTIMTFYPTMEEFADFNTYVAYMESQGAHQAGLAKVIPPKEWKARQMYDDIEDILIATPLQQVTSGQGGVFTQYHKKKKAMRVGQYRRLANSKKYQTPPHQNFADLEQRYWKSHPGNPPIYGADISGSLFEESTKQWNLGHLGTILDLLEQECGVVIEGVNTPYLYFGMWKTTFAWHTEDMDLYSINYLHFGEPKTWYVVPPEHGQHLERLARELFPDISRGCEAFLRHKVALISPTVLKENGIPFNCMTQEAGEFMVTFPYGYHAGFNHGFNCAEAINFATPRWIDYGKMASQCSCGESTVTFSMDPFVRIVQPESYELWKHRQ
# The depositor's hits bear a star; ? = inconclusive; nt = no result given; ! = a repeat was not active; [ ] = remark or other dose. Unless noted, the call rests on the fitted dose curve; in most records, active means well fitted curve in the direction sought with a large enough effect; inconclusive means small, poorly fitted or top-dose-only effect, or another doubt; inactive means no such curve, though single readings can be large; an effect the other way counts as inactive or inconclusive. Potency means the concentration at half of the fitted maximal effect. Not all compounds are listed. The share of hits here may be higher or lower than overall.
# Order of values: KDM4E inh, ALDH1A1 block, HTT ATP protect, Tau ThT inhib, Tau FP inhib, SMN2 splice enh, HttQ103 aggreg, Tau fluor counter
- O=C1NCCn2ccc(=O)cc21
→ -10.0%, ?, -0.9%[10 µM], 1.7%, -0.1%, nt, -11.3%[9.22 µM], 7.6%
- O=C(O)Cc1sc(Nc2ccc(Cl)cc2)nc1-c1cccs1
→ ?, 1µM*, 0.2%[10 µM], ?, 9.1%, 14.1µM*, 22.1%, ?
- COc1ccc(N2CCCn3c2nc2c3c(=O)n(Cc3ccccc3)c(=O)n2C)c(OC)c1
→ 2.4%, ?, 5.7%[10 µM], 5.6%, 6.2%, nt, 11.6%[9.22 µM], -5.1%
- CC(NC(=O)C1CCC1)c1ccc(Br)cc1 (stereo not given)
→ -9.3%, 5.0%, -18.2%[10 µM], 5.4%, -4.0%, -2.6%, 26.7%, 6.4%
- CCOC(=O)c1sc(/N=C/Nc2nc(C)c(C(=O)OCC)s2)nc1C
→ -1.0%, 6.8%, -0.7%, -3.7%, -1.0%, nt, -7.2%, -0.1%
- C/C(=N\NC(=O)CNc1cccc2ccccc12)c1ccccc1
→ ?, -11.6%, -44.5%[inhibitor], 1.3%, 9.5%, -9.7%, -7.8%, -9.7%
- COC(=O)c1ccc(N)cc1O
→ 6.9%, 0.6%, -9.7%, -7.8%, 0.4%, -4.2%, -6.1%, -8.0%
- Cc1cc(C)nc(SC2CCOC2=O)n1 (stereo not given)
→ 8.2%, 7.4%, -3.1%[0.074 µM], -1.8%, 4.9%, -2.5%, 1.7%, 4.9%
- Cc1ccc(C(=O)N2N=C(CC(C)C)CC2(O)C(F)(F)F)o1 (stereo not given)
→ -0.9%, 4.7%, 1.8%, -7.4%, -0.9%, ?, 16.2%, -8.0%
- CSc1ccc(CNC(=O)C2CCN(c3nnc(-n4cccc4CNc4ccc(C)cc4)s3)CC2)cc1
→ nt, nt, nt, ?, 4.0%, -47.2%[inhibitor], nt, ?
- C=CCN1C(=O)C(CC(=O)Nc2ccc(OC)cc2)SC1=Nc1ccc(S(N)(=O)=O)cc1 (stereo not given)
→ 0.7%, 7.94µM*, -24.0%, -3.6%, 0.1%, nt, -15.7%, -13.8%
- O=C(NC1CCCCC1)C(c1ccncc1)N(C(=O)Cn1nnc(-c2cccs2)n1)C1CCCC1 (stereo not given)
→ ?, 2.2%, -0.4%[10 µM], -7.2%, -0.3%, 10.8%, 4.3%, -1.8%
- S=c1[nH]nc(C2CCCCC2)n1/N=C/c1ccccn1
→ -1.8%, 3.55µM*, -17.0%[10 µM], 15.0%, 5.2%, 0.8%, -8.9%[9.22 µM], 17.7%
- COC(=O)CCC(=O)Nc1ccccc1C(=O)Nc1ccccc1
→ -3.0%, 3.6%, 4.6%, 13.4%, -10.7%, 1.4%, 1.4%, 5.8%
- Cc1ccc(CN2CCN(Cc3ccccc3C(F)(F)F)CC2)cc1
→ ?, -4.1%, -47.8%[inhibitor], -8.5%, 5.9%, 3.3%, 9.6%, -7.1%
- CCc1nn(CC(=O)N(C)Cc2ccccc2)c(=O)c2cc3sccc3n12
→ nt, nt, nt, -9.5%, -6.8%, -11.3%, nt, -10.2%
- CSc1ncccc1C(=O)OCC(=O)c1ccc(Br)s1
→ 1.0%, -8.4%, 16.7%[10 µM], ?, -3.6%, 2.3%, 15.7%, -13.2%
- COc1ccc(N(Cc2cc(=O)[nH]c3ccccc23)C(=O)c2ccco2)cc1
→ -29.0%, 14.1µM*, 0.5%, 10.8%, -5.1%, 23.8%, 3.7%, 6.9%
- CCOC(=O)N1CC=C2C(C#N)=C(N)C(C#N)(C#N)[C@H](c3cccs3)C2C1 (stereo not given in full)
→ -14.3%, -6.3%, 2.1%[10 µM], ?, -9.8%, -17.2%, 24.1%, -4.5%
- CC(=O)c1ccc(NC(=S)N(Cc2ccccc2)C(C)C2CC2)cc1 (stereo not given)
→ 4.7%, -15.7%, -15.1%[10 µM], -7.8%, -3.5%, -22.8%, -27.9%, -18.1%
- Cc1ccc(NC(=O)N/C=C/c2ccco2)c(C)c1
→ -19.1%, -14.6%, -4.4%[10 µM], ?, 0.8%, 9.6%, ?, ?
- CC(=O)OCCCNc1cc(Sc2nc3ccccc3s2)c2nonc2c1[N+](=O)[O-]
→ 8.0%, 11.2µM*, -30.5%[10 µM], ?, -0.3%, 9.9%, 2.0%, ?
- O=C(Cc1c[nH]c2ccccc12)Nc1ccc(N2CCOCC2)cc1
→ 8.7%, ?, 24.3%[10 µM], ?, 1.6%, 9.7%, 15.7%, -12.1%
- COc1cccc(S(=O)(=O)NCc2ccc(C(=O)Nc3cccc(Cl)c3)cc2)c1
→ -5.7%, ?, -55.5%[inhibitor], -5.8%, ?, -56.8%[inhibitor], ?, ?
- O=C(COc1ccc(CO)cc1Cl)Nc1ccc(F)cc1
→ -4.9%, -6.2%, 2.7%, -2.7%, -7.7%, -8.3%, -2.2%, -9.8%
- COc1ccc(N2CCN(C(=O)c3ccc(Cl)c(S(=O)(=O)N4CCCC4)c3)CC2)cc1
→ 3.2%, ?, ?, -9.6%, 9.0%, -33.5%[inhibitor], -21.2%, -5.6%
- COc1ccc(CC(NC(C)=O)C(=O)NC2CCN(c3nnnn3-c3ccccc3)CC2)cc1 (stereo not given)
→ 8.0%, 2.51µM*, -16.4%[10 µM], 1.2%, -3.6%, -7.7%, 18.2%, 0.7%
- O=C(CSc1n[nH]c(=O)n1C1CC1)N1N=C(c2ccc(Cl)cc2)CC1c1ccco1 (stereo not given)
→ 2.8%, nt, 5.6%[10 µM], -14.9%, 7.9%, nt, -18.4%[9.22 µM], -6.4%
- COc1ccc(C(=O)NC(C(=O)NCCc2ccc3c(c2)OCCO3)C(C)C)cc1 (stereo not given)
→ -1.5%, -10.0%, 2.7%, -9.2%, 3.5%, -18.5%, 7.6%, -10.3%
- CCOc1ccccc1C(=O)Nc1ccc2nc3c(c(Nc4ccc(OC)c(OC)c4)c2c1)CCCC3
→ nt, nt, nt, 10µM*, 4.5%, -76.2%[inhibitor], nt, ?
- COc1ccc(OC)c(-n2c(=S)[nH]c3cc(C(=O)N4CCN(c5ccccc5)CC4)ccc3c2=O)c1
→ -1.1%, 7.6%, 2.5%, -7.8%, 5.1%, -8.0%, ?, -14.6%
- COc1ccc(CCNC(=O)CSc2nc3[nH]ncc3c(=O)n2-c2cccc(C(F)(F)F)c2)cc1OC
→ 5.1%, 3.8%, -38.9%[inhibitor], -8.6%, -12.4%, 19.4%, 6.3%, -13.4%
- Cc1c(NC(=O)c2cc(C(C)C)on2)c(=O)n(-c2ccccc2)n1C
→ 2.0%, 0.4%, -6.6%, -12.8%, 3.6%, 5.9%, 7.9%, -5.7%
- CN1C(=O)C2(C(C#N)=C(N)Oc3n[nH]c(-c4ccc(Cl)cc4)c32)c2ccccc21 (stereo not given)
→ -4.3%, 3.9%, 0.2%[0.074 µM], -5.4%, -8.9%, nt, 25.3%, -17.7%
- CCN1CNC(=S)N(c2cc(C)ccc2C)C1
→ -2.3%, 0.5%, -18.1%, -3.4%, 10.6%, -4.5%, 22.1%, 5.1%
- Cc1ccccc1NC(=S)NC12CN3CN(CN(C3)C1)C2
→ 3.4%, 7.2%, -39.6%[inhibitor], -10.6%, -6.3%, -2.2%, -7.1%, -10.3%
- c1ccc2[nH]c(CN3CCN(c4ncnc5c4oc4ccccc45)CC3)nc2c1
→ 1.1%, -15.4%, -15.3%, -17.7%, -1.5%, -36.6%[inhibitor], ?, -11.7%
- C/C(=N\NC(=O)C(=O)Nc1ccc(C)c(Cl)c1)c1ccncc1
→ 3.9%, 29.9%, 22.0%[10 µM], ?, 6.5%, -19.9%, -19.1%, -5.7%
- CCCCOc1ccc(Cn2c(=O)sc3ccccc32)cc1OC
→ nt, nt, nt, -9.2%, -3.4%, -10.9%, nt, -21.9%
- Cc1ccc(NC(=O)CCc2nnc3n(CC(C)C)c(=O)c4ccccc4n23)cc1C
→ nt, nt, nt, 5.9%, 0.0%, 13.7%, nt, 0.6%
- O=C(CCc1ccc(S(=O)(=O)N2CCOCC2)cc1)N1CCCC1
→ -3.8%, ?, 1.8%, -2.6%, -4.7%, -21.3%, 0.8%, 0.2%
- COc1ccc(N2CCN(C(=O)CSc3nnc4c5cc(C)ccc5n(C)c4n3)CC2)cc1
→ -13.3%, ?, -10.2%, ?, 5.0%, -46.0%[inhibitor], 10.8%, -10.7%
- CCCCCCCCCCCC1=C(O)C(=O)C=C(O)C1=O
→ 20µM*!, 23.8µM*, ?, 10µM*, 20µM*, -3.2%, nt, 11.2µM*[quencher]
- Cc1cc(=O)n2nc(N3CCC(C(=O)NC(C)c4ccccc4)CC3)sc2n1 (stereo not given)
→ 7.8%, -2.9%, 18.0%, ?, 0.5%, 24.7%, 6.9%, -9.2%
- O=C(COC(=O)c1ccc(Cl)c(S(=O)(=O)N2CCc3ccccc3C2)c1)Nc1ncc(Cl)cc1Cl
→ ?, -3.1%, 13.3%[10 µM], 3.8%, -4.9%, 8.4%, -3.7%, -21.9%
- COc1ccc2c3c(cccc13)C(=O)N(O)C2=O
→ ?, ?, nt, ?, -6.6%, -7.4%, ?, -6.2%
- CSc1cccc(NC(=O)COc2ccccc2)c1
→ -3.9%, ?, 2.2%, -14.6%, 1.8%, 4.6%, 1.6%, -7.9%

# Entries above marked active in SMN2 splice enh.
molecule,KDM4E inh,ALDH1A1 block,Tau ThT inhib,Tau FP inhib,SMN2 splice enh,HttQ103 aggreg
O=C(O)Cc1sc(Nc2ccc(Cl)cc2)nc1-c1cccs1,?,1µM*,?,9.1%,14.1µM*,22.1%

# Assay outcomes (PubChem)
